# S1P4 antag: human S1P4 receptor antagonism | S1P4-expressing cells, antagonist mode, reporter read-out | inhibition, % at 4.98 µM | O95977 | 220,000 compounds, 0.26% hits; in the data active = inhibition above about 29%;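 also: 0% = wells stimulated with agonist and 100% = vehicle wells without agonist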
# Target sequence (O95977 whole entry, looked up): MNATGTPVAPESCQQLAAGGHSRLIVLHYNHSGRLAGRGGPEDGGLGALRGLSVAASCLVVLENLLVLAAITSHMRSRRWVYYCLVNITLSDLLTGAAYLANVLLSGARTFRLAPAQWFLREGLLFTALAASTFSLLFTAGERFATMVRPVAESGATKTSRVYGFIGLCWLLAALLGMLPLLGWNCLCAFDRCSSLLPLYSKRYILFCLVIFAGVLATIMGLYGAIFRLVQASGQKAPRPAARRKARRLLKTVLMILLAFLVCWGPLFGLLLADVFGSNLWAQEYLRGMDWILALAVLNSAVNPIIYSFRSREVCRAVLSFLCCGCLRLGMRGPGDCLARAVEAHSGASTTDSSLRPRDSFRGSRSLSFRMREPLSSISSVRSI
# NPY-Y2 PAM-ag: potentiates or activates human NPY-Y2 receptor. 220,000 compounds, 0.45% hits. activation, % at 3.6 µM. P49146. cells expressing NPY-Y2, potentiator/agonist read-out; in the data active = activation above about 27%;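 also: cells stimulated with NPY near EC25 plus isoproterenol at EC100; 0% = vehicle plus submaximal agonist and 100% = vehicle plus saturating agonist; some results beyond the cut were filed as inactive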
# NPY Y1 blocker: NPY-Y1 (human) receptor antagonism; 200,000 compounds, 1% hits; inhibition, % at 3.6 µM; P25929; HEK293-CNG Y1 cells, membrane potential fluorescence; NPY at EC95, then isoproterenol; AID 1040;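 active = inhibition above the campaign mean inhibition of all tested compounds plus 3 SD, cut at about 20% in these data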;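 also: 0% = DMSO wells given NPY plus isoproterenol and 100% = isoproterenol alone without NPY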
# Target sequence (P25929 whole entry, looked up): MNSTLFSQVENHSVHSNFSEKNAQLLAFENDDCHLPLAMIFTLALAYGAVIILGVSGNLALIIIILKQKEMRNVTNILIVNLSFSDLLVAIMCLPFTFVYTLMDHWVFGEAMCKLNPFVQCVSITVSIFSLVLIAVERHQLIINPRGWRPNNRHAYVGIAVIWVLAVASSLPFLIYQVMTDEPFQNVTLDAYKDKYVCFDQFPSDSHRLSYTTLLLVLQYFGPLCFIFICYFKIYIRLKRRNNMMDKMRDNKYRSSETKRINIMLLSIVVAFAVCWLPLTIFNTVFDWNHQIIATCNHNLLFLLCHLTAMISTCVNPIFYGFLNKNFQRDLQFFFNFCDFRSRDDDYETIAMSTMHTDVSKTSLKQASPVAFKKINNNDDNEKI
#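 Material: Y1- and CNG-channel-expressing HEK293 cells / Probe or stimulus: NPY 25 nM then isoproterenol 1 µM plus Ro 20-1724 25 µM / Doses: 3.6 µM single dose, DMSO 0.4% / Schedule: compound incubation 1 h at room temperature, readout 45 min post-stimulation / Signal: membrane potential fluorescence / Benchmarks: isoproterenol-only wells as full block versus NPY-plus-isoproterenol wells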
# S1P4 ag: human S1P4 receptor agonism; O95977; 220,000 compounds, 0.35% hits; S1P4-expressing cell line, agonist reporter assay; activation, % at 4.98 µM; in the data active = activation above about 11%;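 also: 0% = DMSO vehicle and 100% = reference agonist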
# PGE2 EP2 inh: EP2 receptor (human) inhibition; C6 glioma cells expressing human EP2, cAMP TR-FRET; cells stimulated with saturating PGE2; 260,000 compounds, 0.52% hits; inhibition, % at 25 µM; P43116;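 active = percent inhibition above 40 after rounding to a whole number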;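 also: rat C6 glioma host cells with rolipram phosphodiesterase inhibitor present; the protocol text gives 20 µM as final concentration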
# p97 inhibitor: blocks human p97 ATPase activity | P55072 | recombinant p97 ATPase, Kinase-Glo ATP luminescence, 3 h | inhibition, % at 8 µM | 220,000 compounds, 0.42% hits | AID 1481; in the data active = inhibition above about 15%;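 also: 0% = DMSO vehicle and 100% = wells lacking enzyme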
# eIF4E 4G PPI: blocks eIF4E binding to eIF4G; P63073+Q04637; TR-FRET eIF4E-eIF4GI(517-606) binding, 2 h; inhibition, % at 21.7 µM; 220,000 compounds, 0.37% hits;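 active = inhibition above about 30%, limit read from the data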;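 also: 0% = full FRET control wells and 100% = background wells lacking eIF4GI fragment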
# NPY-Y1 PAM-ag: human NPY-Y1 potentiation or agonism, primary screen; P25929; NPY-Y1 expressing cells, potentiator/agonist activation; activation, % at 3.6 µM; 220,000 compounds, 0.37% hits; in the data active = activation above about 33%, passing the limit was not always enough;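 also: cells stimulated with NPY at EC10 then isoproterenol at EC100; 0% = low agonist plus stimulus and 100% = saturating agonist plus stimulus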
# EP2 mod: modulates human prostaglandin E2 receptor EP2 signaling | P43116 | induction, % at 25 µM | AID 940 | EP2-expressing cells, cAMP HTRF FRET, PGE2 co-stimulation | 260,000 compounds, 0.83% hits;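 active = compounds whose cAMP rise, as percent of the full-agonist control response, exceeds 60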;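 also: rat C6 glioma line stably carrying human EP2 under a CMV promoter; the protocol text gives 20 µM as final concentration; 100% = response of wells given 1 µM PGE2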
# * = called active by the depositor; nt = not tested or not shown; & = joins results of further samples; [ ] = dose if it differs, or a comment.
SMILES,S1P4 antag,NPY-Y2 PAM-ag,NPY Y1 blocker,S1P4 ag,PGE2 EP2 inh,p97 inhibitor,eIF4E 4G PPI,NPY-Y1 PAM-ag,EP2 mod
Cc1cc(C)n2nc(SCC(=O)c3cccs3)nc2n1,-18,15,-4,0.1,6,5,4,-2,21
CC(Sc1nnnn1C)C(=O)NC1CCCc2ccccc21 (configuration not stated),-1,-15,4,0.8,10,5,5,-9,24
COc1ccc(NC(=O)c2ccccc2NC(=O)CSc2ccc(Cl)cc2)cc1,-14,-27,-5,-0.2,13,1,-22,0,-6
Cc1cc(F)ccc1NCc1ccccc1[N+](=O)[O-],-24,2,9,1.4,4,2,-3,-1,15
C#CCOCCOCCOCCNc1nc(N2CCN(C(=O)C([C@@H](C)CC)n3cc(C(N)CC(C)C)nn3)CC2)nc(N2CCN(C(=O)[C@H](CCC(=O)O)n3cc(C(N)CC(C)C)nn3)CC2)n1 (some centres not stated),-5,5,-5,1.1,16,0,0,8,25
CS(=O)(=O)N(Cc1ccc(C(=O)NC2CCCC2)cc1)c1ccccc1,-4,-16,5,0.2,2,-3,0,-10,-6
Fc1ccc(NC(=S)N2CCCC2)cc1Cl,-7,6,0,0.4,6,1,10[fluorescence artefact?],6,-1
Cc1cc(C(=O)CN2C(=O)c3ccccc3S2(=O)=O)c(C)n1-c1ccccc1,-30,-1,7,-0.6,12,0,-8,-8,18
Cn1cccc1CC(=O)N/N=C\c1cccs1,-7,12,-1,-0.1,nt,0,1,-4,3
COC(=O)c1cn(-c2ccccc2)c(=O)c2ccccc12,2,-4,8,1.6,3,5,2,7,42
CC(NC(=O)/C(=C/c1ccc(OC(F)F)cc1)c1ccccc1)c1ccccc1 (configuration not stated),-4,3,5,-1.1,11,-1,-4,-13,59
CCc1nnc(NS(=O)(=O)c2ccc(N=Cc3c(C)[nH]n(-c4ccc(C)c(C)c4)c3=O)cc2)s1,-23,-7,1,-3.8,12,-37,5,1,17
CN(CC(=O)Nc1cc([N+](=O)[O-])ccc1Cl)Cc1ccc(Br)cc1,-18,14,5,2.6,10,0,3,-42,-12
CCOC(=O)c1[nH]c2ccc(Br)cc2c1NC(=O)CCN1CCCCC1,-1,1,-1,-0.1,12,22*,2[fluorescence artefact?],7,-11
CCOc1ccc(OCC)c(NC(=O)C2CCN(S(=O)(=O)c3cccnc3)CC2)c1,-16,11,-3,1.8,5,-2,-3,39,56
Cc1cc(N2C(=O)C(O)=C(C(=O)c3cccs3)C2c2cccc(Br)c2)no1 (configuration not stated),6,-7,nt,-0.1,14,6,-2,8,9
O=C(CSc1nc2ccccc2c(=O)n1CCCO)NCc1ccccc1,-3,-7,0,0.0,7,9,3,-9,3
COC(=O)c1ccc(NC(=S)NNC(=O)CC(C)C)cc1,-4,-1,0,0.1,4,4,-4,-2,1
CNC(=O)c1cc2ncc(C(F)(F)F)cc2s1,-6,1,6,0.8,7,5,-4,11,32
CNc1nc2ccccc2n1N,-3,2,-3,0.8,9,3,2,-12,16
Oc1cccnc1CCc1ccccc1,-21,-6,-1,0.0,12,9,3,9,44
Cc1cccc(C)c1N1CCN(C(=O)N2CCCCC2)CC1,2,5,0,2.5,11,-4,-1,19,5
N#CCSc1ncnc2ccccc12,-17,2,6,0.9,5,-4,2,-23,9
N#CC(C(=O)NCCc1ccccc1)c1nc2ccccc2nc1N1CCOCC1 (configuration not stated),-11,9,0,-1.8,4,4,-14,-12,37
COc1ccc(C(C)=O)cc1CSC(=N)N,-20,-3,4,0.6,3,9,-2,6,8
Cc1cc([N+](=O)[O-])nn1CC(=O)NCc1ccco1,-22,-6,1,0.7,8,0,4,2,5
COCCCn1c(-c2ccc(S(=O)(=O)N3CCOCC3)cc2)csc1=Nc1ccccc1,-15,7,1,0.2,nt,2,-7[fluorescence artefact?],-2,-21
CCOC(=O)C1C(=O)OC(C)(C)C1C(C)C(=O)c1ccc(C)cc1 (configuration not stated),9,22,-3,-0.2,5,2,1,6,2
Cn1cnc2cc(NC(=O)c3ccco3)ccc21,6,10,5,61*,13,-1,5,-2,-2
CCOC(=O)c1cnc(-n2cc(C)cn2)nc1NCc1ccc2c(c1)OCO2,6,-13,7,-0.9,10,-4,0,-7,57

# A different layout for some results above.
# Values run as follows: S1P4 antag | NPY-Y2 PAM-ag | NPY Y1 blocker | S1P4 ag | PGE2 EP2 inh | p97 inhibitor | eIF4E 4G PPI | NPY-Y1 PAM-ag | EP2 mod
> Oc1cccnc1CCc1ccccc1
→ -21 | -6 | -1 | 0.0 | 12 | 9 | 3 | 9 | 44
> Cc1cccc(C)c1N1CCN(C(=O)N2CCCCC2)CC1
→ 2 | 5 | 0 | 2.5 | 11 | -4 | -1 | 19 | 5
> N#CCSc1ncnc2ccccc12
→ -17 | 2 | 6 | 0.9 | 5 | -4 | 2 | -23 | 9
> N#CC(C(=O)NCCc1ccccc1)c1nc2ccccc2nc1N1CCOCC1 (configuration not stated)
→ -11 | 9 | 0 | -1.8 | 4 | 4 | -14 | -12 | 37
> COc1ccc(C(C)=O)cc1CSC(=N)N
→ -20 | -3 | 4 | 0.6 | 3 | 9 | -2 | 6 | 8

# Other entries:
SMILES,S1P4 antag,NPY-Y2 PAM-ag,NPY Y1 blocker,S1P4 ag,PGE2 EP2 inh,p97 inhibitor,eIF4E 4G PPI,NPY-Y1 PAM-ag,EP2 mod
Cc1nn(-c2nc3ccccc3s2)c(N)c1-c1ccc(Cl)cc1,9,3,3,1.1,11,4,3,-6,-37
O=C(O)C/C(=C\c1ccc(N2CCOCC2)c([N+](=O)[O-])c1)c1nc2ccccc2s1,2,-12,nt,2.2,15,5,12,10,-4
Cc1cccc(CSc2nnc([C@@H]3CCCN3C(=O)OC(C)(C)C)o2)c1,2,-2,nt,2.1,3,-8,2,-2,11
CCN(CC)S(=O)(=O)c1ccc(C)c(NC(=O)CN2CCN(C)CC2)c1,-3,-1,nt,-0.1,12,5,-1,5,8
O=[N+]([O-])c1cc(Cl)ccc1Sc1cccc2cccnc12,9,6,1,0.4,nt,-1,-10,-14,-1
CCN(CC)C(=O)CCCC(=O)N(CC)CC,9,-15,2,-0.3,8,5,-1,-10,8
CC(CCc1ccccc1)NC(=O)/C=C/c1ccccc1 (configuration not stated),26,-8,16,-2.8,8,0,1,-22,-28
CCC(C(=O)Nc1cccc(C(=O)O)c1)c1ccccc1 (configuration not stated),-11,3,2,2.9,4,6,-3,24,23
CCCS(=O)(=O)N1CCc2cc(OC)c(OC)cc2C1,6,-1,5,-1.2,8,4,12[fluorescence artefact?],-8,0
N#CC[n+]1cc(-c2ccc(Cl)cc2)n2c1CCC2,4,7,2,1.0,7,4,6,6,16
CCC(c1nnc(SCC(=O)Nc2nnc(-c3ccccc3)o2)n1Cc1ccccc1)N(C)C (configuration not stated),-6,-6,-4,1.9,6,-13,-9,4,30
CC(=O)Nc1cccc(NC(=O)c2ccc([N+](=O)[O-])cc2Cl)c1,-1,-1,3,1.0,8,-3,7[fluorescence artefact?],-2,-16
Cc1ccc(NC(=O)c2c(C)noc2-c2snnc2C)cc1,-6,3,nt,-0.5,4,-1,0,-7,-18
O=C(CC1Sc2ccccc2NC1=O)Nc1cccnc1 (configuration not stated),-18,-3,-3,-0.1,2,2,4,-5,-2
CN(C)c1ccc(N=Nc2cccc3ccoc23)cc1,-4,8,nt,0.2,5&12,2,-1,42,-14&-12
COc1ccc(C(=O)c2cnc(C(C)C)n2C)cc1,9,14,-1,-2.3,6,10,9,26,-8
COc1ccc(NC(=O)c2ccc3c(=O)n(-c4ccc(OC)cc4OC)c(=S)[nH]c3c2)c(OC)c1,-8,12,5,1.7,6,7,-10,-1,-34
COc1ccc(C(=O)c2c(O)cc(-c3ccc(OC)cc3)oc2=O)cc1,-18,-8,12,0.3,16,1,0,6,6
Cc1ccc(CS(=O)(=O)CCC(=O)O)cc1,9,3,-2,1.0,12,4,3,13,6
CCN1C(=O)NC2C1N(S(C)(=O)=O)CCN2S(C)(=O)=O (configuration not stated),7,1,-3,1.3,12,2,9[fluorescence artefact?],1,8
Cn1c(=NC(=O)C2CC2)sc2cccc(F)c21,-1,-13,0,2.2,11,-4,-2[fluorescence artefact?],-20,31
O=C1CC(N2CCC(O)CC2)C(=O)N1c1ccc(Br)cc1 (configuration not stated),-4,-5,5,0.7,3,-3,-6,-14,6
COc1cccc(/C=C(/C(=O)OCC(N)=O)c2ccccc2)c1,-10,8,1,1.3,4,4,-4,4,-12
CCOC(=O)N1CCN(C(=S)NC(C)(C)C)CC1,-4,3,-1,2.8,1,3,-2,-9,22
CCOc1cccc(C(=O)NC(=S)NCc2cccnc2)c1,-11,-1,-2,0.2,12,0,2,-16,-93
CC(=O)Nc1cccc(C(=O)/C=C/c2ccco2)c1,-2,-6,-4,-0.8,12,3,2,2,-18
O=C(C[n+]1cc(-c2ccccc2)n2c1CCC2)N1c2ccccc2Sc2ccccc21,-6,0,3,0.5,6,-1,1,3,1
COc1cc(OC)c(C2CC(=O)N3CN(c4ccc(C)cc4)CSC3=C2C#N)cc1OC (configuration not stated),4,6,4,1.4,nt,3,-3,0,11
COc1ccc(OCCSc2nnc(-c3ccoc3C)n2C)cc1,-6,-10,-1,2.5,6,-1,-4,0,-7
O=C(CSc1nc(C2CCCCC2)n(-c2ccccc2)n1)NCC(F)(F)F,-11,-8,0,-1.4,-1,-6,-1,-7,24
Cc1onc(-c2ccccc2Cl)c1C(=O)Nc1ccc(S(=O)(=O)Nc2nccs2)cc1,-27,-6,-2,-1.4,2,-2,-3,10,17
O=[N+]([O-])c1cc2c(cc1/C=N/NS(=O)(=O)c1ccc(Br)cc1)OCO2,-1,-10,1,2.5,0,2,2,-8,24
O=C(Cc1ccc(Cl)cc1Cl)OCC(=O)N1CCN(C(=O)c2ccco2)CC1,-9,0,1,0.4,4,9,2,14,-43
c1ccc(CSc2snnc2-c2ccccc2)cc1,-17,-15,8,0.8,10,0,11,-24,19
COc1ccc(OCc2ccc(-c3nc4ccccc4c(=O)n3N)o2)cc1,-11,-18,7,2.1,17,-3,4,-12,-33
C=CCN(C(=O)Nc1ccc2c(c1)nc(C)n2C)c1ccccc1,-5,-5,nt,1.4,11,-3,-5,10,10
CC(=O)Oc1ccccc1C(=O)Nc1ncc([N+](=O)[O-])s1,6,39,11,0.0,20,-4,0,39,nt
COc1ccc(NC2=C(C)C(=O)CC2)cc1,-21,1,1,0.8,14,7,5,6,10
CCc1ccc(C2=NNC(=Nc3c(C)n(C)n(-c4ccccc4)c3=O)SC2)cc1,-5,16,-3,0.0,11,1,-3,21,4
CN1C(=O)/C(=C/c2ccc(-c3ccccc3[N+](=O)[O-])o2)SC1=Nc1ccc(Cl)c(C(=O)O)c1,-3,-1,-1,-0.7,7,5,18,-6,7
O=C(CCCN1C(=O)c2ccccc2C1=O)Nc1nc2ccccc2[nH]1,-4,-11,nt,0.8,11,6,-2,3,-33
O=C(CSc1n[nH]c(-c2ccccc2O)n1)N1CCOCC1,-16,5,-3,1.4,8,3,1,4,16
CCN(CC)S(=O)(=O)c1ccc(NC(=O)C2CCCN(C(=O)c3ccc(Cl)cc3)C2)cc1 (configuration not stated),-24,23,-6,2.0,10,3,1,-2,-17
O=C(CSc1nnc(-c2ccco2)n1CC1CCCO1)NC1CCCC1 (configuration not stated),3,-5,1,1.3,1,-6,7,-15,-13
COC(=O)c1ccc(CN2CCC(CO)(Cc3ccccc3Cl)CC2)cc1,-6,5,13,1.0,11,0,-3,2,-27

# Assay outcomes as filed in PubChem.

# These rows are one share of the data; count on the stated rates, not on these rows.
